aSyn yeast inh – inhibitors of alpha-synuclein toxicity in yeast; Yeast expressing alpha-synuclein, growth rescue, BacTiter-Glo, 24 h; Potency, µM (highest dose often 46.1 µM), inactives show top-dose growth rescue (activation), usual class: activators; actives 0.14% (n = 370,000); AID 652106; also: % of control where 0% means no effect; nearly all actives have a fitted effect of over 65% in size
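Screening used galactose-induced yeast with toxic alpha-synuclein levels, exposed to compound for 24 hr at 30 deg C. Cell growth, read with BacTiter-Glo luminescence, gave the measured signal.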
PTHR1 agonist – PTHR1 (human) receptor agonism. Q03431. HEK293 GP2 PTHR1 cells, GloSensor cAMP luminescence, 1 h. Potency, µM (highest dose often 115 µM), inactives show at the top dose activation, most hits filed as activators. actives 0.075% (n = 410,000). AID 743266; also: nearly all actives have a fitted effect of over 55% in size; some results filed as inactive show a strong effect at the top dose; inactives centre near -15; many of its hits are not listed in these tables
Target sequence (Q03431 whole entry, looked up): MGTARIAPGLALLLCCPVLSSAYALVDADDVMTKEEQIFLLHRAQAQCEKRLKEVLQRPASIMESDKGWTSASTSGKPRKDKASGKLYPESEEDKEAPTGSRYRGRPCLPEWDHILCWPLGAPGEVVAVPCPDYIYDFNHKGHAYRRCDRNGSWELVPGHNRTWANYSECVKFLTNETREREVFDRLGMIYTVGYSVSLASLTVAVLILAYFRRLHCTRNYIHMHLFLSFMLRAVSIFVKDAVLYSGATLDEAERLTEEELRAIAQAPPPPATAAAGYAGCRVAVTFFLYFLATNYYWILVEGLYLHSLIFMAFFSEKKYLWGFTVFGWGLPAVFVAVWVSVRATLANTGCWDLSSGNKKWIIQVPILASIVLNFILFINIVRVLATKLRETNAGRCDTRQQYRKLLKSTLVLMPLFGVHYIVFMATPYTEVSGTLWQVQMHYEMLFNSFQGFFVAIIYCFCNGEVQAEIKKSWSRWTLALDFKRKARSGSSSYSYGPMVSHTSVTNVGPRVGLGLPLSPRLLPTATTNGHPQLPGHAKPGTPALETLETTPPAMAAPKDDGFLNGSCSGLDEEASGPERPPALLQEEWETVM
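HEK-293-derived GP2 cells expressing PTHR1 and a GloSensor cAMP reporter, 3,000/well, plated overnight, given luciferin plus IBMX (each 0.5 mM as added) for 1 h at 37 °C, then compound for 1 h at 37 °C. Luminescence was read after 15 min at room temperature.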
EPAC2 antag – blocks human EPAC2 exchange factor; actives 0.18% (n = 360,000); EPAC2 GEF exchange of Rap1B-BODIPY-GDP, fluorescence; AID 720708; Potency, µM (titrated, usually from 114 µM), without a hit: top-dose activity, negative = inhibition, usual class: inhibitors; Q8WZA2; also: % is scaled to controls: 0 for no effect and ±100 for the full control effect; nearly all actives have a fitted effect of over 45% in size; many of its hits are not listed in these tables
FUS suppressor – rescues growth of FUS-expressing yeast; S. cerevisiae FUS-expressing, growth rescue, OD600, 24 h; Potency, µM (doses to about 76.6 µM), without a hit: top-dose growth rescue (activation), actives largely listed as activators; actives 0.24% (n = 390,000); AID 1347120;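 also: plate controls were DMSO vehicle for no effect and reference control for full effect; nearly all actives have a fitted effect of over 55% in size; some results filed as inactive show a strong effect at the top dose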
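Toxicity suppression screen in FUS-yeast. Cells induced with 2% galactose, starting OD 0.005, treated 24hr at 30C with compounds at multiple final concentrations; growth by OD600.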
TDP43 rescue – inhibitors of TDP-43 toxicity in yeast | TDP-43 expressing yeast growth rescue, BacTiter-Glo, 24 h | Potency, µM (series often up to 46.1 µM), for inactives: top-dose growth rescue (activation), actives largely listed as activators | actives 1.8% (n = 410,000) | AID 652104; also: % of control where 0% means no effect; nearly all actives have a fitted effect of over 50% in size
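Yeast cells expressing TDP-43 under galactose induction are exposed to compounds for 24 hr at 30 deg C. BacTiter-Glo luminescence measures growth, so protective compounds score as activators.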
EPAC2 ag – EPAC2 (human) agonism. Q8WZA2. AID 720711. EPAC2 activation, biochemical qHTS; response scale: 100% = 6.5 mM cAMP response. actives 0.079% (n = 360,000). Potency, µM (top dose mostly 154 µM), inactives show at the top dose activation, actives largely listed as activators; also: nearly all actives have a fitted effect of over 50% in size
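In this primary screen, activation is scored as increased exchange of BODIPY-GDP from Rap1B by 100 nM EPAC2, with 50 uM GDP as competitor. Signal is normalized to the 6.5 mM cAMP agonist control.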
EPAC1 antag – antagonists of human EPAC1; O95398; EPAC1 GEF assay, Rap1b-BODIPY-GDP exchange fluorescence; Potency, µM (series often up to 115 µM), for inactives: at the highest dose activity change, negative = inhibition, usual class: inhibitors; actives 0.14% (n = 360,000); AID 720709;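 also: plate controls were vehicle for no effect and positive control for full effect; nearly all actives have a fitted effect of over 50% in size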
EPAC1 ag – activates human EPAC1 exchange factor; EPAC1 agonist qHTS, biochemical assay; response scale: 100% = response to 6.5 mM cAMP; actives 0.073% (n = 360,000); AID 720707; Potency, µM (top dose mostly 154 µM), for inactives: top-dose activation, actives largely listed as activators; also: nearly all actives have a fitted effect of over 60% in size
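Normalized to 6.5 mM cAMP, activity reflects EPAC1-catalysed release of BODIPY-GDP from Rap1B, followed kinetically over 30 min at 480 nm excitation, 540 nm emission. Reaction contained 100 nM EPAC1, 250 nM Rap1B-BODIPY-GDP, 50 uM GDP.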
* = called active by the depositor; i = inactive; ? = inconclusive; . = not tested or not shown; [ ] = remark or other dose. Calls follow the shape of the dose curve; as a rule, active = well fitted curve in the direction sought with a large enough effect; inconclusive = small, poorly fitted or top-dose-only effect, or another doubt; inactive = no such curve, though single readings can be large; an effect the other way counts as inactive or inconclusive. Potency is read from the fitted curve at half-maximal effect. An excerpt; rates above refer to the full screens.

smiles	aSyn yeast inh	PTHR1 agonist	EPAC2 antag	FUS suppressor	TDP43 rescue	EPAC2 ag	EPAC1 antag	EPAC1 ag
CC(C)c1ccc(OCC(=O)N2CCN(C(=O)c3ccco3)CC2)cc1	-4%	-17%	-1%	17%	12%	7%	-15%	9%
Cc1ccc(S(=O)(=O)N2[C@@H](c3cccc(Cl)c3)C(C(=O)O)=CC[C@H]2c2ccc3c(c2)OCO3)cc1	-2%	-34%[inhibitor]	4%	-2%	5%	4%	-8%	-19%
CN1CCN(Cc2nc3cc(NC(=O)COc4ccc([N+](=O)[O-])cc4)ccc3n2C)CC1	-2%	i	5%	21%	18%	7%	10%	9%
Cc1cccc(C)c1NC(=O)CSc1ncnc2nc[nH]c12	1%	i	6%	-4%	-14%	2%	8%	-3%
Cc1nc(-c2cc(C#N)c(=O)[nH]c2C)cs1	2%	-24%	-2%	-24%	-8%	0%	-9%	9%
CCCCOc1ccc(-c2nnc(-c3cc[n+](C)cc3)o2)cc1	-5%	i	-9%	-5%	-6%	30%	1%	-3%
CC(C)(C)c1ccc(C(=O)NCC(=O)N2CCCCCC2)cc1	-8%	-7%	-9%	6%	-8%	2%	-6%	7%
C#CC(C)(C)NC(=O)c1ccc(-c2ccccc2F)cc1	-18%	-18%	-13%	4%	?	10%	-22%	-1%
O=C1[C@H]2[C@@H](c3ccc(F)cc3)N3C(=O)N(c4cccc(F)c4)C(=O)[C@@]3(Cc3ccccc3)[C@H]2C(=O)N1C1CCCCC1	2%	-15%	7%	-1%	-10%	2%	-19%	-10%
COc1ccc(OC)c(NC(=O)COC(=O)Cc2ccsc2)c1	9%	-23%	6%	.	?	4%	-4%	6%
COc1ccc(NC(=O)CNC(=O)C2CCCCC2)cc1	0%	i	4%	3%	22%	6%	12%	0%
Cc1cccc2sc(N(CCCN(C)C)C(=O)c3ccc4ncsc4c3)nc12	2%	i	-7%	1%	8%	4%	-24%	10%
CCS(=O)(=O)NC(=O)C1(C)CCN1C(=O)Cc1ccc(Cl)cc1Cl (centres undefined)	0%	-12%	-8%	-18%	13%	7%	2%	13%
CCOc1ccccc1CNC(=O)c1ccc2nc(N3CCOCC3)sc2c1	5%	-6%	-23%	?	19%	4%	-6%	2%
O=C(CN1C(=O)COc2ccc(Cl)cc21)Nc1nccs1	-2%	-4%	8%	.	15%	8%	-5%	0%

Record cards, as listed above. Order of screens: aSyn yeast inh, PTHR1 agonist, EPAC2 antag, FUS suppressor, TDP43 rescue, EPAC2 ag, EPAC1 antag, EPAC1 ag
Record of `Cc1nc(-c2cc(C#N)c(=O)[nH]c2C)cs1` → 2%, -24%, -2%, -24%, -8%, 0%, -9%, 9%
Record of `O=C1[C@H]2[C@@H](c3ccc(F)cc3)N3C(=O)N(c4cccc(F)c4)C(=O)[C@@]3(Cc3ccccc3)[C@H]2C(=O)N1C1CCCCC1` → 2%, -15%, 7%, -1%, -10%, 2%, -19%, -10%

(cont.)
smiles	aSyn yeast inh	PTHR1 agonist	EPAC2 antag	FUS suppressor	TDP43 rescue	EPAC2 ag	EPAC1 antag	EPAC1 ag
COc1ccc(-n2nnnc2SCC(=O)Nc2ccc(OC)cc2OC)cc1	2%	-6%	1%	27%	15%	1%	-6%	-2%
Cc1cc(C)n(C(=O)CNC(=O)c2cccs2)n1	0%	i	4%	13%	5%	4%	12%	-5%
CCCOP(=O)(c1ccc(N(C)C)cc1)C(O)c1c(Cl)cccc1Cl (centres undefined)	-8%	i	-14%	13%	12%	5%	-25%	-3%
CC(C)C[C@H]1CNC(=S)N1C[C@H]1CCCN1C[C@H](Cc1ccc(O)cc1)N1C[C@H](Cc2ccccc2)N(CCc2ccccc2)C1=S	-10%	-5%	4%	?	16%	2%	0%	0%
CCOc1ccc(Cc2n[nH]c(=S)n2Cc2ccccc2)cc1	12%	-25%	19%	4%	24%	14%	-17%	1%
COc1ccc(CC(=O)Nc2ccc(-c3nc4cc(C)ccc4o3)c(O)c2)cc1OC	-14%	i	-1%	15%	26%	-4%	1%	15%
Cc1c(O)c(CN2CCCCC2)cc2c1oc(=O)c1ccccc12	1%	-27%[57.5 µM]	4%	3%	4%	4%	2%	9%
Nc1ncnc2nc(Sc3ccc(Cl)cc3)[nH]c12	-13%	i	0%	-2%	4%	?	-12%	5%
O=C(CSc1nnc2scc(-c3ccccc3)n12)N1CCN(Cc2ccccc2)CC1	2%	-22%	0%	.	14%	6%	-7%	-2%
COC(=O)c1ccc(N=Nc2c(C)[nH]n(-c3ccccc3)c2=O)cc1	-4%	i	-7%	-6%	-3%	6%	-20%	9%
Cc1ccc(C(=O)N2CC=C(c3ccccc3)CC2)s1	2%	-29%	-7%	?	-11%	7%	-10%	-7%
COC(=O)C(Cc1ccccc1)NC(=O)C(CC(C)C)NC(=O)OC(C)(C)C (centres undefined)	-4%	-9%	-13%	.	2%	9%	-10%	-7%
CC(=O)NC(=S)Nc1ccc(NC(=S)NC(=O)c2cccs2)cc1	-6%	i	2%	-8%	4%	7%	17%	14%
Cc1cc(OCC(=O)c2ccc(F)cc2)ccc1N1C(=O)CCC1=O	7%	i	7%	-33%	13%	4%	11%	-4%
Cc1ccc2nnnc(-c3ccccc3)c2c1	3%	i	-2%	-5%	2%	0%	5%	9%

5 compounds already listed, arranged by their value in PTHR1 agonist, high to low.
Compound	PTHR1 agonist
CC(C)C[C@H]1CNC(=S)N1C[C@H]1CCCN1C[C@H](Cc1ccc(O)cc1)N1C[C@H](Cc2ccccc2)N(CCc2ccccc2)C1=S	-5%
COc1ccc(-n2nnnc2SCC(=O)Nc2ccc(OC)cc2OC)cc1	-6%
COC(=O)C(Cc1ccccc1)NC(=O)C(CC(C)C)NC(=O)OC(C)(C)C (centres undefined)	-9%
CCOc1ccc(Cc2n[nH]c(=S)n2Cc2ccccc2)cc1	-25%
Cc1ccc(C(=O)N2CC=C(c3ccccc3)CC2)s1	-29%

2 entries from above, field by field.
Cc1nc(-c2cc(C#N)c(=O)[nH]c2C)cs1
  aSyn yeast inh: 2%
  PTHR1 agonist: -24%
  EPAC2 antag: -2%
  FUS suppressor: -24%
  TDP43 rescue: -8%
  EPAC2 ag: 0%
  EPAC1 antag: -9%
  EPAC1 ag: 9%
CCS(=O)(=O)NC(=O)C1(C)CCN1C(=O)Cc1ccc(Cl)cc1Cl (centres undefined)
  aSyn yeast inh: 0%
  PTHR1 agonist: -12%
  EPAC2 antag: -8%
  FUS suppressor: -18%
  TDP43 rescue: 13%
  EPAC2 ag: 7%
  EPAC1 antag: 2%
  EPAC1 ag: 13%

Additional results follow.
smiles	aSyn yeast inh	PTHR1 agonist	EPAC2 antag	FUS suppressor	TDP43 rescue	EPAC2 ag	EPAC1 antag	EPAC1 ag
COc1ccc(C(=O)O)cc1S(=O)(=O)Nc1cccc(C(F)(F)F)c1	3%	i	5%	-17%	2%	6%	2%	4%
COc1cc(C(C)=O)ccc1OCC(=O)Nc1cc(C)on1	1%	-25%	1%	.	17%	14%	-6%	10%
C=C(C)CSc1nc2sc3c(c2c(=O)n1-c1ccc(C)cc1)CCN(C)C3	1%	i	0%	42%	0%	16%	9%	-11%
O=C(Cc1ccccc1)Nc1ccc(NC(=O)c2cccc(Cl)c2)cc1	-6%	-19%	7%	1%	-8%	-2%	4%	1%
CCc1cccc(OCC(=O)Nc2cc(S(=O)(=O)N3CCOCC3)ccc2N2CCCC2)c1	1%	-24%	5%	41%	13%	3%	11%	-1%
Cc1cc(C)cc(NC(=S)N(CCN(C)C)C(C)c2cccnc2)c1 (centres undefined)	-5%	-14%	3%	16%	14%	2%	-8%	4%
COc1cc(NC(=O)c2ccnc(N)c2)cc(C(=O)Nc2cccc(C(F)(F)F)c2)c1	-1%	-5%	-7%	-3%	6%	4%	71µM*	-4%
Cc1cccc(NC(=O)NNC(=O)c2c(Cl)c(C)nn2C)c1	6%	i	-2%	7%	-10%	5%	17%	5%
O=C(COc1ccc(CO)cc1Cl)Nc1ccc(F)cc1	3%	-85%[inhibitor][57.5 µM]	-10%	28%	?	5%	-9%	3%
O=c1c2ccccc2nc(-c2cccc(Cl)c2)n1O	-15%	i	-4%	15%	-45%[inhibitor]	8%	-3%	11%
CCCCN(C=O)c1c(CC)nc2ccc(C(=O)N(C)Cc3ccccc3)cn12	-1%	15%	-3%	19%	-8%	11%	3%	3%
CC(C)(C)C1CCc2onc(C(=O)Nc3ccc(F)cc3F)c2C1 (centres undefined)	-1%	-29%	-2%	18%	-12%	13%	-4%	11%
O=[N+]([O-])c1cccc(/C=C/c2nc[nH]c2[N+](=O)[O-])c1	-1%	-2%	5%	-1%	-5%	-1%	-6%	-3%
Cc1cc2oc(=O)cc(CN3CCN(Cc4ccccc4)CC3)c2cc1C	-11%	i	15%	-16%	-4%	7%	-11%	0%
COc1cc(CN2CCSCC2)cc(OC)c1OC	-12%	-7%[57.5 µM]	-3%	-2%	0%	-10%	7%	0%
CCOc1ccc(-c2cc(C)n3nc(C(=O)Nc4cc(Cl)ccc4O)cc3n2)cc1	-2%	i	.	7%	?	.	.	.
Cn1c(CNS(=O)(=O)c2ccc(Cl)cc2)n[nH]c1=S	0%	i	-2%	7%	-8%	7%	-12%	7%
COc1nc(N(C)C)nc(N(C#N)S(=O)(=O)c2ccc(C)cc2)n1	0%	8%	-5%	21%	.	4%	-14%	5%
COC(=O)c1cc(OC)c(OC)cc1NC(=O)Nc1ccccc1OC	.	-24%	5%	4%	?	-5%	?	12%
COC(=O)[C@@H](NC(=O)Nc1ccc(S(N)(=O)=O)cc1)C(C)C	-1%	i	9%	.	12%	13%	10%	1%
CCCCCn1c(=O)c2ccccc2n2c(CCl)nnc12	5%	i	-6%	10%	16µM*	-10%	-2%	-1%
O=C(NCc1cccnc1)c1ccc(COc2ccc3c(c2)CCC3)o1	-2%	14%[57.5 µM]	11%	21%	-15%	9%	-4%	7%
CC(=O)NC(c1cccc(F)c1)c1nc(-c2ccc(N(C)C)cc2)cs1 (centres undefined)	-5%	i	-21%	-4%	25%	2%	0%	-1%

Assay outcomes as filed in PubChem.
